Compound activity deposited in PubChem BioAssay by several laboratories.
p97 ATPase inh: inhibitors of human p97 ATPase, primary screen, biochemical. recombinant p97 ATPase, Kinase-Glo ATP luminescence, 3 h. inhibition, % at 8 µM. 220,000 tested, 0.42% active. AID 1481, 2009; in the data active means inhibition above about 15%;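 further: 0% = DMSO vehicle and 100% = wells lacking enzyme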
RBBP9 inh: human RBBP9 inhibitors, primary screen, biochemical, fluorescence polarization, FP-Rh probe, HTS; 220,000 tested, 0.2% active; inhibition, % at 7.94 µM; AID 1515, 2009; recombinant RBBP9;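 active means inhibition above the campaign mean of all tested compounds plus 3 SD, cut at about 14% in these data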;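 further: plate controls were DMSO wells with RBBP9 for no effect and wells lacking RBBP9 protein for full effect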
Target sequence (O75884 whole entry, looked up): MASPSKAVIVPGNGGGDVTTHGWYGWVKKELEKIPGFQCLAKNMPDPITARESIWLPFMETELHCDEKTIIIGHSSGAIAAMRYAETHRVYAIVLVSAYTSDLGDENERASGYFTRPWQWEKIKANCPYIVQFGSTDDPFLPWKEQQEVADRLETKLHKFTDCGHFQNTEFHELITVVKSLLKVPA
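System: RBBP9 protein / Buffer or medium: Tris/NaCl buffer pH 8.0 with 0.1% Pluronic / Probe or stimulus: Serine-hydrolase probe FP-Rh, 375 nM pre-mixing / Dosing: 7.94 µM single dose, 0.794% DMSO / Times: enzyme-compound preincubation 30 min, then probe labeling 45 min, 25 °C / Technique: fluorescence polarization (mP), excitation 525 nm, emission 598 nm / Replication: singlicate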
EBV gp42 block: Epstein-Barr virus gp42 inhibitors, primary screen, biochemical, uHTS, fluorescence polarization; Glycoprotein 42 (Epstein-Barr virus (strain AG876)), Q1HVG2; Fluorescence polarization binding assay, mP read-out; inhibition, % (tested at 21.74 µM); 220,000 tested, 0.42% active; AID 1085, 2008; in the data active means inhibition above about 50%
Target sequence (Q1HVG2 whole entry, looked up): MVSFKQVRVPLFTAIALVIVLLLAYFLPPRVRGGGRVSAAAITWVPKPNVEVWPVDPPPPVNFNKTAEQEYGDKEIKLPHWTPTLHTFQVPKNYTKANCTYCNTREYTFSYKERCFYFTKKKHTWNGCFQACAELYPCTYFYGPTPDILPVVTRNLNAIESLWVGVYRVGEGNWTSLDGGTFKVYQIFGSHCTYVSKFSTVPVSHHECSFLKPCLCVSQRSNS
Furin inh: human furin inhibitors, primary screen, biochemical, fluorescence intensity. P09958. purified furin, fluorogenic substrate cleavage. inhibition, % at 30 µM. 220,000 tested, 0.061% active; in the data active means inhibition above about 25%; further: inactives centre near -15
NCF1 inh: p47phox/p22phox peptide binding inhibitors, primary screen, biochemical, uHTS, NADPH oxidase regulatory subunit | fluorescence polarization, 2 h | inhibition, % at 24.7 µM | 220,000 tested, 0.53% active | AID 1274, 2008;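 active means inhibition above about 30%, limit read from the data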;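 further: 0% = p47phox with labelled peptide and 100% = labelled peptide alone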
Target sequence (P14598 whole entry, looked up): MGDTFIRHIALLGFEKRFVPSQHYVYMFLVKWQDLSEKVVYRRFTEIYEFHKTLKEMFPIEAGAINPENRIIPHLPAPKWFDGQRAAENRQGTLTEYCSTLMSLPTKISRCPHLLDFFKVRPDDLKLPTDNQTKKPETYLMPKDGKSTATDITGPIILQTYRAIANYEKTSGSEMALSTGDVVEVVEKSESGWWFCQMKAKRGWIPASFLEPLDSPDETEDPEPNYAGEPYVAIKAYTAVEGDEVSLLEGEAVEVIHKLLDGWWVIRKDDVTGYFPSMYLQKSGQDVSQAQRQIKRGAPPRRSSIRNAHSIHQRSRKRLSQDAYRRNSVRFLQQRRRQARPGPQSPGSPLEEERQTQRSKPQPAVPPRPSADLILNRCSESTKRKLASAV
Runt-SMMHC FRET: inhibitors of RUNX1 Runt–CBFb-SMMHC binding, primary screen, biochemical, FRET, Cerulean-Runt, Venus-CBFb-SMMHC, uHTS | Runt-related transcription factor 1 (Homo sapiens) + Core-binding factor subunit beta … | inhibition, % at 20 µM | AID 1434, 2008 | Cerulean-Runt/Venus-CBFb-SMMHC FRET ratio 530/480, 1 h | 220,000 tested, 0.74% active;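 active means mean inhibition across duplicate retests at 20 µM reaching about 50%, limit read from the data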;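 further: 0% = DMSO wells and 100% = wells with excess untagged CBFb-SMMHC; inhibitors lower the FRET ratio by blocking Runt binding to CBFb-SMMHC; some results filed as inactive read as strong as hits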
m-calpain inh: inhibitors of pig calpain II, primary screen, biochemical, fluorogenic peptide substrate, 1536-well | purified calpain II, 30 min | inhibition, % at 16 µM | 220,000 tested, 0.37% active | AID 1236, 2008;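 active means inhibition above about 50%, limit read from the data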
Tb hexokinase: Trypanosoma brucei hexokinase 1 inhibitors, primary screen, biochemical, G6PDH-coupled NADH absorbance, MLSCN library | hexokinase 1 [Trypanosoma brucei] | recombinant TbHK1, G6PDH-coupled NADH A340 | inhibition, % at 10 µM | 220,000 tested, 0.11% active | AID 1430, 2008;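 active means inhibition of 50% or more in the single-dose primary screen; inactive means inhibition below 50%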
Runt-CBFb FRET: inhibitors of RUNX1 Runt–CBFb binding, primary screen, biochemical, FRET, Cerulean-Runt, Venus-CBFb, uHTS. Runt-related transcription factor 1 (Homo sapiens) + Core-binding factor subunit beta …. Cerulean-Runt/Venus-CBFb FRET ratio 530/480, 1 h. inhibition, % at 20 µM. 220,000 tested, 0.46% active;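 active means inhibition over about 50% at 20 µM in the single-dose screen, limit read from the data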;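 further: 0% = DMSO wells and 100% = excess unlabeled CBFb competitor control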
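Doses: 20 µM compound in 1% DMSO | Material: Cerulean-labeled Runt domain protein | Amount: Each fluorescent fusion protein 100 nM | Schedule: Two 1 h room-temperature incubations shielded from light | Measured by: FRET fluorescence | Evaluation: Loss of energy transfer signal | Controls: Unlabeled CBFb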
* marks the source's active call; other numbers are inactive results; i = inactive; . = not tested or not shown; [ ] = another dose, or the depositor's remark.

SMILES	p97 ATPase inh	RBBP9 inh	EBV gp42 block	Furin inh	NCF1 inh	Runt-SMMHC FRET	m-calpain inh	Tb hexokinase	Runt-CBFb FRET
COc1cccc(N=Cc2nc(-c3ccccc3)oc2OC(C)=O)c1	-3.1	0.6	-8.7	-6.2	-1.3	-5.5	-0.1	1.9	2.0
O=C1CC(N2CCN(C/C=C/c3ccccc3)CC2)C(=O)N1CCc1ccccc1 (stereo not drawn)	4.0	0.7	-9.4	-9.2	-1.8	-1.9	-38.4	34.1	-2.6
Cc1nn(CC(=O)Nc2ccc(C(C)C)cc2)c(C)c1[N+](=O)[O-]	-0.6	-7.3	1.0	-14.0	-4.4	-5.2	13.1	-0.9	2.1
CC(C)c1[nH]nc2c1C(c1cccnc1)C(C#N)=C(N)O2 (stereo not drawn)	5.6	3.5	-28.6	-7.7	-11.6	2.2	-4.2	51.9*	-0.7
Cc1nc(CN(C)Cc2nc(Cc3cccc(F)c3)no2)cs1	0.2	-6.8	-13.8	-0.4	-5.9	-5.3	7.5	-7.6	0.7
COC(=O)c1ccc(COC(=O)c2ccc(S(=O)(=O)N3CCC(C)CC3)cc2)o1	-10.5	-3.4	-5.4	-12.3[20 µM]	-12.0	-1.5	7.3	-10.5	-3.3
CCOc1ccc(/C(C)=N/NC(=O)Cn2nc([N+](=O)[O-])cc2C)cc1	2.2	-3.7	-15.9	-9.8	-10.4	-1.8	17.1	-3.2	-0.7
CCn1cnc2c1c(=O)n(CC(=O)Nc1ccc(C(N)=O)cc1)c(=O)n2Cc1ccccc1	8.8	-1.7	-20.9	-23.2	-12.4	-2.3	-8.1	-5.1	2.2
CC12CCC(C(=O)NC3CCCCC3)([C@H](Br)C1=O)C2(C)C (stereo partly drawn)	3.7	-2.5	-9.1	-21.0	-3.1	0.9	-4.1	-1.8	-0.7
C=CCc1cccc(CNc2nc3ccccc3n2C(C)C)c1O	-7.3	-4.0	9.5	-1.8	-6.3	2.4	3.2	7.8	3.8
O=C(c1cc2ccccc2o1)N1CCCC1	-1.7	-10.2	-10.2	-17.1	2.4	3.8	17.2	-0.5	0.6
Cc1cccc(C)c1Nc1nnc(SCC(=O)NCc2cccs2)s1	2.9	-1.9	-13.1	-4.7	-8.3	-3.6	13.1	5.6	-1.5
NC(=O)CSc1oc(-c2cccs2)nc1S(=O)(=O)c1ccccc1	-0.1	-10.8	-9.4	-4.2[20 µM]	-17.7	1.4	-53.9	-10.3	1.0
CC(C)NC(=O)C1CC(=O)N(c2ccc(F)c(Cl)c2)C1 (stereo not drawn)	5.1	0.1	-12.6	-19.6	-19.5	-0.3	-8.7	0.9	0.6
COc1ccc(Cl)cc1N(CC(=O)Nc1ccc2c(c1)OCCO2)S(C)(=O)=O	7.3	-7.2	8.5	-23.8	-5.1	-1.2	22.3	2.7	-1.8
Cc1ccc(N=C(N(C)C)P(=O)(N(C)C)N(C)C)c(C)c1	3.1	-8.0	-21.9	-5.3	7.4	0.6	-13.0	-4.4	-1.1
COC(=O)COc1cc(OCC(=O)OC)c2c(C)c(Cl)c(=O)oc2c1	-2.6	-5.0	7.8	-75.0	7.9	-3.3	i	15.3	-4.1
Cc1cc(Nc2cccc([N+](=O)[O-])c2)n2c(nc3ccccc32)c1C#N	2.0	-0.3	-10.4	-18.4[20 µM]	-9.5	-1.0	7.3	-9.0	0.5
CC(=O)OCCN(CCOC(C)=O)c1c(C)[nH]c(=O)[nH]c1=O	7.2	3.5	-3.5	-11.8	2.0	0.0	-8.2	0.5	-2.5
COc1ccc(CCNC(=O)c2sc3ccccc3c2Cl)cc1OC	0.7	-9.7	-21.4	-19.1	-12.0	-3.0	12.5	-1.9	-1.8
COc1cc(Nc2nnc(C)s2)c(Cl)cc1Cl	1.9	6.8	-10.5	-27.5[20 µM]	-5.6	-3.0	-2.8	1.3	-0.5
N#Cc1cc2c(nc1SCc1ccccc1)CCCC2	-3.7	-8.8	5.6	-6.0	2.5	-39.1	21.4	-7.9	0.9
CCCNC(=O)Cn1cnc2sc(C(=O)N3CCN(c4ccc(F)cc4)CC3)c(C)c2c1=O	-0.1	-5.9	-18.1	-10.7[20 µM]	-19.9	2.4	-6.9	-12.2	2.8
CC1SC(=NC(=O)c2ccco2)NC1=O (stereo not drawn)	5.2	-6.1	-13.4	-28.6	-5.4	1.8	-30.9	-33.4	-0.2
Cc1ccc(S(=O)(=O)N2CCN(CC(=O)NC(=O)NCc3ccco3)CC2)cc1C	2.2	-3.9	8.6	-28.1	-0.4	0.6	-31.4	-2.5	-1.4

Complete entries, quoted from the list.
`C=CCc1cccc(CNc2nc3ccccc3n2C(C)C)c1O` is listed as p97 ATPase inh = -7.3; RBBP9 inh = -4.0; EBV gp42 block = 9.5; Furin inh = -1.8; NCF1 inh = -6.3; Runt-SMMHC FRET = 2.4; m-calpain inh = 3.2; Tb hexokinase = 7.8; Runt-CBFb FRET = 3.8
`COC(=O)c1ccc(COC(=O)c2ccc(S(=O)(=O)N3CCC(C)CC3)cc2)o1` is listed as p97 ATPase inh = -10.5; RBBP9 inh = -3.4; EBV gp42 block = -5.4; Furin inh = -12.3[20 µM]; NCF1 inh = -12.0; Runt-SMMHC FRET = -1.5; m-calpain inh = 7.3; Tb hexokinase = -10.5; Runt-CBFb FRET = -3.3

The main list resumes, repeating the 3 entries before the break.
SMILES	p97 ATPase inh	RBBP9 inh	EBV gp42 block	Furin inh	NCF1 inh	Runt-SMMHC FRET	m-calpain inh	Tb hexokinase	Runt-CBFb FRET
CCCNC(=O)Cn1cnc2sc(C(=O)N3CCN(c4ccc(F)cc4)CC3)c(C)c2c1=O	-0.1	-5.9	-18.1	-10.7[20 µM]	-19.9	2.4	-6.9	-12.2	2.8
CC1SC(=NC(=O)c2ccco2)NC1=O (stereo not drawn)	5.2	-6.1	-13.4	-28.6	-5.4	1.8	-30.9	-33.4	-0.2
Cc1ccc(S(=O)(=O)N2CCN(CC(=O)NC(=O)NCc3ccco3)CC2)cc1C	2.2	-3.9	8.6	-28.1	-0.4	0.6	-31.4	-2.5	-1.4
CCOC(=O)C1(CCCc2ccccc2)CCN(C(=O)CCCn2cncn2)CC1	-0.5	-2.4	2.1	-25.1	1.7	2.3	-35.2	-0.6	-2.6
CCN(CC)S(=O)(=O)c1ccc(N2CCCC2)c(C(=O)OCC(=O)/C(C#N)=C(\C)N)c1	-2.8	-1.0	1.4	-19.1[20 µM]	-5.0	-1.6	3.9	-13.0	-1.1
CC1(CCc2ccc(O)cc2)NC(=O)NC1=O (stereo not drawn)	-0.6	-6.5	-8.7	-4.3[20 µM]	-2.6	-2.6	1.6	-8.1	3.1
COc1cc2c(cc1OC)CN(C(=S)Nc1ccccc1Cl)CC2	1.1	-7.1	8.1	-14.9	-2.7	2.6	23.2	-2.0	0.6
CC(C)=CCC/C(C)=C/COc1ccc2ccc(=O)oc2c1	-0.5	-4.6	-7.6	-24.6	-7.7	-1.7	-2.6	-15.2	-1.3
CC(C)NC(=O)NC(=O)COc1ccc(Br)cc1Br	1.9	-2.8	-17.2	-7.5	2.7	2.5	29.9	1.9	-2.5
O=C(CN1CCN(S(=O)(=O)c2ccc(Br)cc2)CC1)Nc1ccc(F)cc1	-2.8	-10.5	-20.7	-10.8	-6.7	-8.5	8.2	1.4	-2.1
COc1cc(OC)c(C(=O)Nc2ccccc2-c2ccccc2)cc1OC	0.9	-7.9	0.8	-2.3	-6.0	-5.8	-53.8	-7.1	-7.4
CC(c1ccco1)N(C(=O)c1ccccc1F)c1ccccn1 (stereo not drawn)	1.6	-9.8	-5.2	-19.7	-7.0	0.3	-19.9	-4.0	-2.1
N#CCC(=O)Nc1ccc(C(=O)OCC(=O)c2ccc3c(c2)OCCO3)cc1	5.4	-4.2	-34.5	0.7	-88.6	-17.8	-64.5	-8.4	-5.5
O=C(CSc1nnc2scc(-c3ccccc3)n12)NCC1CCCO1 (stereo not drawn)	0.9	-7.5	2.8	-15.1[20 µM]	-0.8	-2.1	6.1	0.8	-0.5
O=c1[nH]c2cc3c(cc2cc1CN(CCN1CCOCC1)C(=S)NCC1CCCO1)OCO3 (stereo not drawn)	-1.6	-13.2	-8.5	-31.2	-3.4	-4.6	-116.3	-23.1	-4.6
COc1c2c(nc3occc13)C(CC=C(C)C)(OC)C(=O)C=C2 (stereo not drawn)	0.6	-9.6	-18.4	-22.6	0.5	.	-17.2	-17.8	.
COc1ccc(NC(=O)Nc2ccc(OC)c(OC)c2)c([N+](=O)[O-])c1	8.3	-3.0	-12.0	-22.7	-21.3	-2.9	-10.0	3.7	1.4
CCC(CC)C(=O)N1CCN(c2cccc(C)c2C)CC1	-3.5	-7.4	2.8	-16.2	0.1	5.1	1.1	-4.0	-4.1
C=CCOc1c(CNc2cccc(C(=O)O)c2)cccc1OCC	1.3	1.4	-8.8	-22.9[20 µM]	-14.1	-1.0	-78.5	6.3	-1.4
CN(C)CCNC(=O)CNC(=S)N(CCCN1CCOCC1)Cc1cccs1	-3.4	-1.7	3.6	-18.7	2.5	-3.4	19.9	-4.7	-0.8
COC(=O)c1c(-c2c(Cl)cccc2Cl)noc1NC(=O)NN1CCCCC1	3.8	-4.9	-5.4	-11.7	-15.6	-0.7	7.6	1.9	-1.1
O=C1OCc2cc(-n3cccc3)ccc21	-2.8	-7.9	-8.5	-17.8	-4.6	-3.4	-0.7	-1.5	-0.8
O=C(COc1ccc(Br)cc1Br)NC(=S)Nc1cccc(CO)c1	0.4	3.1	-15.2	-1.9	13.9	0.1	-3.1	0.3	-1.9
O=[N+]([O-])/C=C/c1cn(Cc2ccccc2)c2ccccc12	6.3	-12.5	1.8	-2.6[20 µM]	-36.8	-13.2	-214.2	-6.7	-5.5
O=S(=O)(c1ccc(OCC(O)CN2CCCC2)cc1)N1CCOCC1 (stereo not drawn)	-5.2	-9.2	-5.1	-7.6[20 µM]	-9.0	1.6	-7.5	-2.1	-0.6
CCOC(=O)C1=C(CNCCc2ccc(Cl)cc2)NC(=O)NC1c1ccc2c(c1)OCO2 (stereo not drawn)	7.7	-7.5	-1.6	-11.6[20 µM]	-26.6	0.7	53.1*	0.8	65.3*
CC1Cn2c(nc3c2c(=O)[nH]c(=O)n3C)O1 (stereo not drawn)	3.6	4.9	-24.4	-9.5	-5.3	4.0	7.2	14.1	-0.5
CCN(CC(=O)NCc1ccc(Cl)cc1)C(=O)/C=C/c1cccs1	4.0	0.9	7.4	-23.5	-3.2	2.0	10.9	-4.8	0.2
COc1ccccc1CNC(=S)NC1CCCC1	4.3	3.8	6.2	-21.9	-6.0	0.9	-9.5	-1.7	0.4
CCN(CC(=O)Nc1ccc(OC)cc1)CC(=O)Nc1ccc(Cl)cc1F	-0.7	-8.3	-19.0	-30.8	-3.4	-1.7	-20.7	-2.5	-2.7
Cc1ccc(-n2ncc(C(=O)Nc3cc(Cl)cc(Cl)c3)c2C2CCNCC2)cc1C	1.4	-5.7	3.9	-10.6	-6.6	3.5	5.1	11.2	2.0
